AmpC inh no detg: AmpC beta-lactamase inhibition without detergent; AID 485341; 330,000 compounds, 0.52% hits; AmpC nitrocefin hydrolysis, absorbance 480 nm, 0.0001% Triton; P00811; Potency, µM (titrated, usually from 57.1 µM), without a hit: at the highest dose activity change, negative = inhibition, actives largely listed as inhibitors;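 further: potency means the concentration at half of the fitted maximal effect; plate controls were no compound for no effect and no enzyme for full effect; nearly all actives have a fitted effect of over 20% in size; some results filed as inactive show a strong effect at the top dose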
Target sequence (P00811 whole entry, looked up): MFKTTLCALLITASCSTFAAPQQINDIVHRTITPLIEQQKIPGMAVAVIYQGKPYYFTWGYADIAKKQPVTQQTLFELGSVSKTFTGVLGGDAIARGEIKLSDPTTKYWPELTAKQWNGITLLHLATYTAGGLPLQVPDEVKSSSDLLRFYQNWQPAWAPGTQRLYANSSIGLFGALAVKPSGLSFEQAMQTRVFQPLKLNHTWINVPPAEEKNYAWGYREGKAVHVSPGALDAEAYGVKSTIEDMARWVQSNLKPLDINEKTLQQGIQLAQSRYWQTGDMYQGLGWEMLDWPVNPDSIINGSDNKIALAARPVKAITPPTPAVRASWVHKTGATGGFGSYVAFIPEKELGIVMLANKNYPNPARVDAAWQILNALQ
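AmpC (5.3 nM in the dispensed reagent) in 20 mM phosphate pH 7.0 with 0.01% (detergent screen) or 0.0001% Triton X-100 was preincubated with compounds for 15 min at room temperature. Nitrocefin was then added from an 800 uM solution, and hydrolysis was followed at 480 nm.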
HCV inhibitor: HCV inhibition. AID 651820. 340,000 compounds, 3.4% hits. Potency, µM (highest dose often 41.8 µM), without a hit: at the highest dose activity change, negative = inhibition, usual class: inhibitors. Huh7.5.1 HCVcc-Cre infection, luciferase reporter, 44 h; further: potency means the concentration at half of the fitted maximal effect
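Whole-lifecycle infectious HCVcc-Cre system; cells 1,000/well, compound then virus (~0.5 moi) added 4 h after plating, 44 h culture. Luciferase read 15 sec following 15 min substrate incubation, room temp.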
Tb PYK inh: blocks Trypanosoma brucei pyruvate kinase. AID 624173. Potency, µM (titrated, usually from 76.8 µM), without a hit: at the highest dose activity, negative = inhibition, actives largely listed as inhibitors. 410,000 compounds, 0.12% hits. TbPYK enzyme, Kinase-Glo Plus ATP luminescence, 45 min. Q57TT1; further: potency means the concentration at half of the fitted maximal effect; nearly all actives have a fitted effect of over 50% in size
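In this concentration-response screen, enzyme-free wells defined baseline while DMSO plates tracked drift. Each reaction combined TbPYK, substrate, compound and 130 uM ADP for 45 min at room temperature. Kinase-Glo Plus luminescence gave the signal.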
AmpC detergent: AmpC beta-lactamase inhibition with detergent present; AmpC hydrolysis of nitrocefin, absorbance 480 nm, 0.01% Triton; Potency, µM (top dose mostly 114 µM), inactives show at the top dose activity change, negative = inhibition, usual class: inhibitors; 370,000 compounds, 0.041% hits; AID 485294;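 further: potency means the concentration at half of the fitted maximal effect; 0% = no-compound wells and -100% = no-enzyme wells; nearly all actives have a fitted effect of over 25% in size; some results filed as inactive show a strong effect at the top dose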
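AmpC (5.3 nM in the dispensed reagent) in 20 mM phosphate pH 7.0 with 0.01% (detergent screen) or 0.0001% Triton X-100 was preincubated with compounds for 15 min at room temperature. Nitrocefin was then added from an 800 uM solution, and hydrolysis was followed at 480 nm.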
AMA1-RON2 inh: disrupts binding of P. falciparum AMA1 to RON2 | AlphaScreen AMA1-biotinylated RON2 peptide binding | Potency, µM (titrated, usually from 58.2 µM), without a hit: at the highest dose activity change, negative = inhibition, most hits filed as inhibitors | 360,000 compounds, 0.2% hits;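 further: potency means the concentration at half of the fitted maximal effect; 0% = vehicle wells and -100% = peptide control; nearly all actives have a fitted effect of over 45% in size; some results filed as inactive show a strong effect at the top dose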
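AMA1 (3D7) with his tag at 25 nM final met compounds first, then biotinylated RON2 peptide at 25 nM; detection used donor plus acceptor beads, 10 µg/mL apiece, read by AlphaScreen after 30 min at room temperature.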
LmPK inh: blocks Leishmania mexicana pyruvate kinase activity; Q27686; purified LmPK, Kinase-Glo ATP luminescence, 1 h; Potency, µM (titrated, usually from 57.5 µM), without a hit: top-dose activity change, negative = inhibition, actives largely listed as inhibitors; 290,000 compounds, 0.37% hits; further: potency means the concentration at half of the fitted maximal effect
Target sequence (Q27686 whole entry, looked up): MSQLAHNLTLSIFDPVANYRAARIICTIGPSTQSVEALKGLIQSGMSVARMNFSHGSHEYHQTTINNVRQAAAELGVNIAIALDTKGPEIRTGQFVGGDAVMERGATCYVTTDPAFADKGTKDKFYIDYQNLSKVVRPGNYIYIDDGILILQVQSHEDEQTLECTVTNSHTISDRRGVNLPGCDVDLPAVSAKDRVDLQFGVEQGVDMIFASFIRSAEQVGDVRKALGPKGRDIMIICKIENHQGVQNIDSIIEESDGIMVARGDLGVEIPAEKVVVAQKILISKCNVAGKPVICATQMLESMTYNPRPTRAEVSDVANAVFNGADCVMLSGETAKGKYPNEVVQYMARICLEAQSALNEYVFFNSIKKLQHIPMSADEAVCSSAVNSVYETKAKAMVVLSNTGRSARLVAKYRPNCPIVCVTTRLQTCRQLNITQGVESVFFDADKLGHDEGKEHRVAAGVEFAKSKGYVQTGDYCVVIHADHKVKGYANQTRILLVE
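0.1 nM LmPK, 0.5 mM PEP, 0.1 mM ADP; 50 mM imidazole pH 7.2, 7 mM MgCl2, 50 mM KCl; 1 h RT. Kinase-Glo luminescence readout, normalized to no-enzyme (full inhibition) and uninhibited wells.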
HCMV antiviral: inhibitors of human cytomegalovirus; HFF cells, HCMV-luciferase reporter, 72 h; stronger effect = lower value; activity change, negative = inhibition, % at 57.5 µM; 410,000 compounds, 4.5% hits; in the data active means activity change below about -60%; inconclusive means no clear call, values can overlap the other calls; inactive means above about -39%
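Screen run at 2 compound doses on HFFs infected with reporter HCMV, MOI 1 PFU/cell. Luciferase activity from cell lysates at 72 h post infection gave inhibition relative to buffer-only and Salinomycin wells.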
* hit, by the source's call; u = inconclusive; x = no result given; [ ] = another dose, or the depositor's remark. Unless noted, the call rests on the fitted dose curve; in most records, active means well fitted curve in the direction sought with a large enough effect; inconclusive means small, poorly fitted or top-dose-only effect, or another doubt; inactive means no such curve, though single readings can be large; an effect the other way counts as inactive or inconclusive. Unless noted, on the % scale 0 is the no-effect control and ±100 the full control effect.

1. CCN(CC)S(=O)(=O)c1ccc(C2=NOC3(C2)N(C)c2ccccc2C3(C)C)cc1 (configuration not stated)
2. CCC1CCCCN1C(=O)CSc1nc(N)cc(=O)[nH]1 (configuration not stated)
3. Cc1ccc(Cn2c(SCc3ccc(C(=O)NC4CCCCC4)cc3)nc3ccncc32)cc1
4. CCCCNCC(O)(c1ccc(Cl)cc1)c1ccc(Cl)cc1
5. COc1ccc(-c2nn(CCC(=O)O)cc2/C=C2\SC(N)=NC2=O)cc1
6. O=C(Nc1ccc(C(=O)O)cc1)/C(=C\C=C\c1ccccc1)NC(=O)c1ccc(Br)cc1

Assay by compound	1	2	3	4	5	6
AmpC inh no detg	-19.6%	-14.8%	x	17.4%	-16.5%	-42.8%
HCV inhibitor	-13.3%	-26.1%	x	-26.0%	21.0%	24.2%
Tb PYK inh	-7.0%	-0.9%	-2.4%	2.5%	-7.1%	-3.3%
AmpC detergent	0.3%	u	0.9%	-13.0%	u	-5.0%
AMA1-RON2 inh	-6.0%	0.2%	x	-8.1%	-9.7%[2.32 µM]	11.1%
LmPK inh	1.2%	6.1%	x	-8.1%	-1.6%	2.3%
HCMV antiviral	-75.9*	-7.1	u	-24.5	-25.1	-18.4

7. NC(=O)CSc1nnc2n(-c3ccccc3)c(=O)c3c4c(sc3n12)CCCCC4
8. O=C1CC(N2CCN(Cc3ccc4c(c3)OCO4)CC2)C(=O)N1CCc1ccccc1 (configuration not stated)
9. COc1ccc(C2C(C(=O)Nc3cccc(OC)c3)c3ccccc3C(=O)N2C)cc1 (configuration not stated)
10. CSc1nc(Nc2ccc(F)cc2)cc(-c2ccccc2)n1
11. Cc1ccc(NC(=O)C2CCCN2S(=O)(=O)c2cccc3cccnc23)cc1 (configuration not stated)
12. CCN(C(=O)C(C)N1C(=O)/C(=C/c2cccs2)SC1=S)C1CCS(=O)(=O)C1 (configuration not stated)

Assay by compound	7	8	9	10	11	12
AmpC inh no detg	14.1%	54.2%	-29.8%	x	x	88.8%[activator]
HCV inhibitor	-12.4%	u	4.4%	x	x	-14.5%
Tb PYK inh	-2.7%	1.7%	-7.6%	-9.5%	-3.7%	-18.7%
AmpC detergent	u	-8.5%	1.8%	3.7%	-0.5%	0.2%
AMA1-RON2 inh	2.8%	-2.4%	13.6%	x	x	-15.5%
LmPK inh	-5.0%	0.9%	0.7%	x	x	4.5%
HCMV antiviral	u	-34.8	-1.6	u	0.7	-63.5*

Limited to AmpC detergent, for 3 of the compounds above:
| entry | mol | AmpC detergent |
| --- | --- | --- |
| 7 | NC(=O)CSc1nnc2n(-c3ccccc3)c(=O)c3c4c(sc3n12)CCCCC4 | u |
| 8 | O=C1CC(N2CCN(Cc3ccc4c(c3)OCO4)CC2)C(=O)N1CCc1ccccc1 (configuration not stated) | -8.5% |
| 9 | COc1ccc(C2C(C(=O)Nc3cccc(OC)c3)c3ccccc3C(=O)N2C)cc1 (configuration not stated) | 1.8% |

The listing continues:
13. CCCCN(C)C(=O)c1nc2ccccn2c1CNCCCn1nnc2ccccc21
14. COC(=O)C1=C(C)N(Cc2ccco2)C(=O)/C1=C\c1ccc([N+](=O)[O-])cc1
15. O=C(CCc1ccccc1)NN1C(=O)C2C3C=CC(C3)C2C1=O (configuration not stated)
16. O=C(O)/C(=C\c1cccs1)c1ccccc1
17. Cc1c(C=C(C#N)c2ccc([N+](=O)[O-])cc2)c(=O)n(-c2ccccc2)n1C
18. O=C(CCC1CCCC1)Nc1ccon1

Assay by compound	13	14	15	16	17	18
AmpC inh no detg	42.9%	-14.4%	-22.9%	0.2%	x	-9.1%
HCV inhibitor	-1.3%	3.5%	10.2%	u	-5.2%	13.0%
Tb PYK inh	1.6%	u	6.1%	4.8%	0.6%	2.6%
AmpC detergent	7.5%	1.5%	-2.2%	4.9%	x	-5.3%
AMA1-RON2 inh	-8.3%	-4.6%	3.9%	7.7%	-9.4%	-11.4%
LmPK inh	6.9%	8.1%	0.9%	-8.0%	x	-1.2%
HCMV antiviral	-20.6	-15.9	5.0	-31.3	-18.1	3.8

19. CS(=O)(=O)N1CCC(C(=O)NNC(=O)Nc2ccc(F)c(Cl)c2)CC1
20. Cc1ccc(C(=O)Nc2ccc(NC(=O)c3ccco3)c(C)c2)cc1
21. Cc1ccc([C@@H]2[C@@H]3C(=O)N(c4ccccc4)C(=O)[C@@H]3[C@]3(Cc4ccccc4)C(=O)N(CC4CC4)CC(=O)N23)o1
22. COc1ccc(S(=O)(=O)N2CCOCC2)cc1NC(=O)COc1ccc(C(C)=O)cc1OC
23. CCOc1cc(CNCCCN2CCOCC2)ccc1OCC(=O)Nc1cccc2ccccc12
24. CSC1=NC(C)(C)C=C(/C=C/c2ccc(Cl)cc2Cl)N1

Assay by compound	19	20	21	22	23	24
AmpC inh no detg	-15.0%	-22.8%	24.7%	26.9%	52.0%	-16.0%
HCV inhibitor	x	-28.7%	11.4%	-5.1%	14.1µM*	u
Tb PYK inh	7.6%	-1.0%	-6.4%	1.1%	0.7%	-5.5%
AmpC detergent	-3.5%	-4.9%	-14.8%	u	-9.0%	u
AMA1-RON2 inh	3.9%	10.2%	9.8%	9.0%	-3.9%	-4.1%
LmPK inh	-3.7%	2.8%	1.1%	x	1.4%	-0.5%
HCMV antiviral	11.5	-27.4	36.2	-21.8	u	-86.8*

25. Clc1cccc(Cl)c1Cn1cnc2c(N3CCCCCC3)ncnc21
26. CCN(CC)S(=O)(=O)c1ccc2c(c1)nc(-c1ccccn1)n2C
27. CC(C)NC(=O)C1COc2ccccc2O1 (configuration not stated)
28. CCCCC(=O)NC(c1ccc(OC)c(OC)c1)c1c(O)ccc2ccccc12 (configuration not stated)
29. Cc1nn(CC(=O)N2CCC3(CC2)OCCO3)c(=O)c2cc3ccccc3n12
30. O=C(NCc1ccco1)c1ccccc1NS(=O)(=O)c1cccs1

Assay by compound	25	26	27	28	29	30
AmpC inh no detg	-12.1%	-11.9%	-10.0%	27.0%	0.4%	-21.5%
HCV inhibitor	u	-8.7%	-6.7%	-12.9%	-4.9%	14.7%
Tb PYK inh	-0.7%	-0.8%	3.0%	u	-4.9%	-6.7%
AmpC detergent	0.0%	-9.9%	5.0%	2.6%	-4.0%	-9.3%
AMA1-RON2 inh	1.7%	18.1%	-3.9%	-10.2%	0.4%	14.8%
LmPK inh	2.0%	4.0%	-0.6%	12.4%	-4.5%	3.2%
HCMV antiviral	-81.1*	21.9	-36.6	18.7	-6.2	4.8

31. COc1ccc(OC)c(NC(=O)c2cc(=O)c3c(C)cc(C)cc3o2)c1
32. NC(=O)CSc1nnc(Cc2cccs2)n1C1CCCCC1
33. Cc1nn(C(=O)CCC(=O)NCc2cccc(F)c2)c2ccccc12
34. COc1ccc(CCNC(=O)c2cc3c(=O)n4cccc(C)c4nc3s2)cc1OC
35. CSc1ccc(/C=N/N2CCN(Cc3ccccc3Cl)CC2)cc1
36. O=C1c2ccccc2C2NC(=O)C3(CCCCC3)N12 (configuration not stated)

Assay by compound	31	32	33	34	35	36
AmpC inh no detg	x	-7.1%	-35.7%	-16.9%	-21.3%	-4.5%
HCV inhibitor	x	3.6%	0.0%	-8.2%	-20.9%	11.1%
Tb PYK inh	-6.8%	3.3%	4.0%	-3.3%	-0.8%	9.4%
AmpC detergent	-6.2%	-15.7%	-4.1%	-2.7%	5.1%	-6.6%
AMA1-RON2 inh	x	-4.1%	10.6%	-1.8%	14.1µM*	0.0%
LmPK inh	x	-3.8%	6.0%	1.2%	-0.9%	-0.2%
HCMV antiviral	-3.2	7.1	-31.2	-6.4	-13.1	22.0

37. Cc1ccsc1C(=O)OCC(=O)NCC1CCCO1 (configuration not stated)
38. O=C(Nc1cccc(C(=O)Nc2ccc(Cl)cn2)c1)c1ccccc1
39. CC(=O)O[C@H]1C2OC(=O)C(C)=C2[C@@H]2OC(=O)[C@]3(CCC4OC41C)OC23 (some centres not stated)
40. COc1ccc(/C=N/NC(=O)c2ccc3c(c2)OCO3)cc1
41. CN(C)/C=C/C(=O)c1ccc([N+](=O)[O-])c(CS(=O)(=O)c2ccccc2)c1
42. O=C(CSc1ccccc1)N1CCN(S(=O)(=O)c2ccccc2)CC1

Assay by compound	37	38	39	40	41	42
AmpC inh no detg	-8.0%	-27.0%	-7.9%	-25.4%	-40.9%	-21.4%
HCV inhibitor	3.1%	12.6µM*	1.5%[8.37 µM]	-5.1%	0.7%	8.0%
Tb PYK inh	1.6%	3.6%	8.0%	1.1%	-11.7%	-5.9%
AmpC detergent	-6.2%	-0.8%	-11.6%	-0.3%	-9.2%	-2.8%
AMA1-RON2 inh	-1.7%	-1.9%	-2.4%	-3.8%	-9.2%	17.6%
LmPK inh	10.6%	-0.9%	-1.2%	-1.5%	-8.2%	1.8%
HCMV antiviral	35.6	4.7	x	u	-98.2*	-31.4

43. O=C1/C(=C/c2ccccc2)Nc2ccccc21
44. COc1cccc(OC)c1C(=O)N1CC(C)OC(C)C1 (configuration not stated)
45. Cc1cc(C)nc(NC(=NCc2ccc3c(c2)OCO3)NC(=O)Nc2ccccc2)n1
46. Cc1cc(NC(=O)CN2CCC(C)CC2)no1
47. Cc1cc(C)c(OCC(=O)OCC(=O)NCC2CCCCC2)c(C)c1
48. Cc1ccc(N(CC(=O)NC2CCCCC2)C(=O)c2ccc(C)s2)cc1

Assay by compound	43	44	45	46	47	48
AmpC inh no detg	-37.2%	-16.9%	x	-33.1%	51.5%	-2.0%
HCV inhibitor	-22.4%	15.1%	-10.0%	20.8%	4.1%	u
Tb PYK inh	7.2%	1.5%	-0.4%	-7.2%	2.3%	-0.2%
AmpC detergent	-7.0%	-1.3%	-5.2%	2.6%	0.0%	-2.1%
AMA1-RON2 inh	16.2%	12.8%	0.0%	3.1%	-5.3%	-3.8%
LmPK inh	-16.5%	-1.0%	8.3%	-2.1%	x	3.7%
HCMV antiviral	6.9	-6.1	2.3	-12.2	-33.0	-62.9*

49. Oc1ccc(Nc2ccnc3cc(Cl)ccc23)cc1
50. O=C1c2cccnc2Oc2ccc(Cl)cc2N1Cc1ccc(F)cc1
51. O=S1(=O)C=CC(N2CCOCC2)C1 (configuration not stated)
52. Cc1nc2ccc(S(=O)(=O)N(C)CC(=O)NC(C)c3ccccc3)cc2s1 (configuration not stated)

Assay by compound	49	50	51	52
AmpC inh no detg	-31.1%	-9.9%	u	18.8%
HCV inhibitor	-1.5%	8.8%	4.8%	15.4%
Tb PYK inh	2.2%	1.9%	-3.0%	1.7%
AmpC detergent	8.2%	-1.5%	-7.4%	4.5%
AMA1-RON2 inh	-18.2%	-6.9%	-3.5%	6.7%
LmPK inh	0.7%	1.6%	-0.5%	0.7%
HCMV antiviral	-11.7	-27.8	29.7	-13.8
